# Screens (PubChem)
# RNase H inhibition = RNase H inhibition, HIV 1 Gag Pol polyprotein, FRET biochemical assay, screening (AID 372). HIV-1 RT RNase H, FRET RNA/DNA substrate fluorescence; higher % means a stronger effect. 100,000 tested, 0.77% active. one-dose inhibition, % at 10 µM; IC50 in µM for titrated hits; in the data active = inhibition above about 50%
# An asterisk follows results filed as active; & = joins results of further samples.
molecule,RNase H inhibition
CC(C(=O)c1ccc2ccccc2c1)N1CCCCC1 (stereo unspecified),0%
COc1ccc(CCNC2CCCCC2OC)cc1 (stereo unspecified),7%
Cc1ccc(C(=O)C(C)(C)NO)cc1,3%
COc1ccc(N2C(=O)CC(=O)NC2=S)cc1,0%
CCc1ccc(N2C(=O)NC(=O)/C(=C/C=C/c3ccco3)C2=O)cc1,0%
COc1ccc(C=C(C#N)C#N)c(C)c1C,20%
CCCCn1c(N)c(C(=O)OCC)c2nc3ccccc3nc21,5%
O=C1NC(=S)N(c2cccc(Cl)c2)C(=O)/C1=C/c1ccc(Cl)cc1,12%
CCOc1ccc(CN(CCc2ccc3c(c2)OCO3)Cc2cccc(C)c2)cc1,7%
Cn1c(O)c(C(=NCCN2CCCCC2)c2ccccc2Cl)c(=O)n(C)c1=O,10%
N#CC1=C(N)Oc2c(c(=O)oc3ccccc23)C1c1ccc(Cl)cc1Cl (stereo unspecified),16%
Cn1cccc1/C=C1\C(=O)NC(=O)N(C(C)(C)C)C1=O,12%
CCOC(=O)C1=C(C)OC(N)=C(C(=O)OCc2ccccc2)C12C(=O)Nc1ccccc12 (stereo unspecified),2%
COC(=O)C(c1ccccc1)N1CCCCCC1 (stereo unspecified),9%
COc1ccc(C(=O)Nc2cc(Cl)c([N+](=O)[O-])cc2Cl)cc1,17%
Cc1ccc(CN2CCN(c3cccc(Cl)c3)CC2)cc1,10%
Cc1ccccc1NC1=NCC(C)S1 (stereo unspecified),3%
O=C1CC(=O)N(c2ccc(Cl)cc2)C(=O)N1,5%
CCCCCC1(C)NCCN2C(=O)CSC21 (stereo unspecified),0%
Cc1ccc(C)c(CN2CCN(C)CC2)c1,6%
CCC(=O)c1ccc(N2CCNCC2)c(F)c1,0%
O=C(COc1ccc2ccccc2c1)N1CCN(Cc2ccc(Br)cc2)CC1,17%
COC1CCCCC1NCCc1ccc(Cl)cc1Cl (stereo unspecified),13%
Brc1cccc(CN2CCCCC2c2cccnc2)c1 (stereo unspecified),8%
CCCCCn1c(=O)c(C(=O)Nc2cccc(C)c2)c(O)c2ccccc21,16%
O=C1NC(=S)N(c2cccc(Cl)c2Cl)C(=O)/C1=C/c1ccc(-c2ccc(C(=O)O)cc2)o1,12%
CCCCOP(=O)(Cc1ccccc1)OCCCC,0%
CN1C(=O)NC(=O)/C(=C\c2cc3c(cc2Cl)OCO3)C1=O,22%
Cc1cc(/C=C2\C(=O)NC(=S)N(c3ccccc3)C2=O)c(C)n1-c1ccc(Cl)cc1,14%
COc1ccccc1N1CCN(C(=O)C(O)(c2ccccc2)c2ccccc2)CC1,9%

# 6 entries picked at random from the list so far, as already listed:
molecule,RNase H inhibition
COc1ccc(C=C(C#N)C#N)c(C)c1C,20%
CCCCCn1c(=O)c(C(=O)Nc2cccc(C)c2)c(O)c2ccccc21,16%
Cc1cc(/C=C2\C(=O)NC(=S)N(c3ccccc3)C2=O)c(C)n1-c1ccc(Cl)cc1,14%
CCOC(=O)C1=C(C)OC(N)=C(C(=O)OCc2ccccc2)C12C(=O)Nc1ccccc12 (stereo unspecified),2%
CCCCn1c(N)c(C(=O)OCC)c2nc3ccccc3nc21,5%
Cn1cccc1/C=C1\C(=O)NC(=O)N(C(C)(C)C)C1=O,12%

# Going on with the list:
molecule,RNase H inhibition
Cc1ccc(C(=O)Nc2ccc(N/C(N)=N/[N+](=O)[O-])cc2)cc1,0%
O=c1c2ccccc2nc(/C=C/c2cccc(Br)c2)n1-c1cccc([N+](=O)[O-])c1,12%
CCCCOP(=O)(CC(=O)N(CC)CC)OCCCC,10%
CN1CCN(c2cc(Cl)ccc2[N+](=O)[O-])CC1,0%
Cc1ccccc1CN1CCN(C)CC1,16%
Cc1ccc(C)c(N2CCN(Cc3ccc(F)c(F)c3)CC2)c1,6%
O=C1NC(=O)C(=Cc2ccc(O)cc2)C(=O)N1,3%
O=C1NC(=O)C(CC2CCCCC2)C(=O)N1,3%
COC(=O)C1CN1CCCN1CC1C(=O)OC (stereo unspecified),12%
N#CC(C#N)=NNc1cccc(Cl)c1Cl,10%
COc1ccc(N2CCN(Cc3ccc(C(C)C)cc3)CC2)cc1,23%
CCCCn1c(=O)c(C(=O)Nc2ncccc2C)c(O)c2ccccc21,5%
COc1cccc(C=C2C(=O)NC(=O)NC2=O)c1OC,10%
CC(=O)OC1(c2ccccc2)CC(C)CN(C(C)(C)C)C1 (stereo unspecified),6%
CC(=O)c1ccc(N2CCN(Cc3ccc(F)c(Br)c3)CC2)cc1,0%
C=CCSc1nc2ccccc2c(=O)n1-c1cccc(C)c1,24%
CC(C)C12CN3CCN(CC(C3)C1O)C2 (stereo unspecified),0%
CN(C)C=C1C(=O)N(C2CCCCC2)C(=O)N(C2CCCCC2)C1=O,15%
COc1ccccc1CCNCc1ccccc1Cl,0%
COc1ccc(CN2CCN(c3cc(C)ccc3C)CC2)cc1C,11%
O=C(Cc1ccccc1)N1CCN(Cc2ccc3ccccc3c2)CC1,28%
CCOc1c(I)cc(I)cc1C=C(C#N)C#N,12%
Cc1ccc(C2c3c(c4ccccc4oc3=O)Oc3c2c(=O)oc2ccccc32)cc1,11%
CC12CNCC(C)(CN(Cc3ccccc3)C1)C2,10%
COc1ccc(N2CCN(Cc3cccc(C)c3)CC2)cc1,5%
N/C(=N\[N+](=O)[O-])N/N=C\c1ccc(-c2ccc([N+](=O)[O-])cc2)o1,28%
O=Cc1cn(Cc2ccccc2F)c2ccccc12,15%
O=C(COC(=O)C(O)(c1ccccc1)c1ccccc1)c1ccc([N+](=O)[O-])cc1,15%
O=c1c2ccccc2nc(-c2ccco2)n1-c1cccnc1,1%
O=C(ON1CC1(C(F)(F)F)C(F)(F)F)c1ccccc1 (stereo unspecified),15%
O=C(Cc1ccccc1)NC(NC(=O)Cc1ccccc1)c1ccc(F)cc1,0%
CCOc1cc(C=C2C(=O)NC(=O)NC2=O)ccc1OS(=O)(=O)c1ccccc1,14%
ON1C2CCCCC2N(O)C1c1ccco1 (stereo unspecified),4%
CCOc1ccc(CN(CCc2ccc3c(c2)OCO3)Cc2ccc(C)cc2)cc1,9%
COc1cccc(CN2CCN(c3cccc(C)c3C)CC2)c1O,14%
CCC1(C)CC(CCNCc2ccc(N(C)C)cc2)(c2ccc(F)cc2)CCO1 (stereo unspecified),19%
COc1ccc(-n2c(-c3cccnc3)nc3ccccc3c2=O)cc1,15%
Cn1c(O)c(/C=C2/C=Nc3ccccc32)c(=O)n(C)c1=O,15%
CCCc1ccc(OCCNc2ccc([N+](=O)[O-])c3cccnc23)cc1,5%
Cn1c(O)c(/C=C2\C=CC=N2)c(=O)[nH]c1=O,0%
CC(=O)c1ccc(OC(=O)Cc2ccccc2)cc1,2%
Cc1cc(OCc2ccc([N+](=O)[O-])cc2)c2c3c(c(=O)oc2c1)CCCC3,19%
COc1ccc(/C=C/c2nc3ccccc3c(=O)n2-c2ccc(OC)cc2)cc1,12%
CCOC(=O)c1c(C)n(Cc2ccccc2Cl)c2ccc(O)cc12,14%
COC(=O)C(=O)/C(=C\c1ccc(-c2ccccc2[N+](=O)[O-])o1)C(=O)c1ccccc1,7%
O=C1NC(=O)N(Cc2ccccc2)C(=O)/C1=C/c1ccc(O)c(O)c1,11%
O=C(Nc1nc2ccccc2s1)C(Cl)(Cl)Cl,4%
COc1ccc(CNCCc2ccc(F)cc2)cc1Br,18%
CN1C(=O)C(Cc2nc3ccccc3c(=O)n2-c2ccccc2)c2ccccc21 (stereo unspecified),16%
O=[N+]([O-])c1ccc(N2CCNCC2)c2cccnc12,0%
CCN(CC)c1ccc(C=C2C(=O)N(C)C(=S)N(C)C2=O)o1,15%
O=c1c2ccccc2nc(-c2cccs2)n1-c1ccccc1,9%
CC(C)c1ccc(C2C(C#N)=C(N)Oc3c2c(=O)oc2ccccc32)cc1 (stereo unspecified),8%
COc1cccc(N2C(=O)NC(=O)/C(=C/c3ccc([N+](=O)[O-])s3)C2=O)c1,13%
Cc1ccc(S(=O)(=O)Oc2ccccc2C=C2C(=O)NC(=O)NC2=O)cc1,5%
O=C(Nc1cc(Cl)c([N+](=O)[O-])cc1Cl)c1ccccc1Cl,9%
Cc1cc(O)c2c3c(c(=O)oc2c1)CCCC3,13%
Cc1ccc(C)c(N2CCN(Cc3cccc(F)c3)CC2)c1,8%
CCc1ccc(N2C(=O)/C(=C/c3ccc(OCC(=O)O)c(Br)c3)C(=O)NC2=S)cc1,0%
O=C(O)COc1c(Cl)cc(/C=C2\C(=O)NC(=S)N(c3ccc(F)cc3)C2=O)cc1Cl,0%

# Part of the list above in order of count of non-hydrogen atoms, ascending.
molecule,RNase H inhibition
O=C(Nc1nc2ccccc2s1)C(Cl)(Cl)Cl,4%
CC(=O)c1ccc(OC(=O)Cc2ccccc2)cc1,2%
COc1ccc(CNCCc2ccc(F)cc2)cc1Br,18%
Cn1c(O)c(/C=C2/C=Nc3ccccc32)c(=O)n(C)c1=O,15%
CCCc1ccc(OCCNc2ccc([N+](=O)[O-])c3cccnc23)cc1,5%
Cc1cc(OCc2ccc([N+](=O)[O-])cc2)c2c3c(c(=O)oc2c1)CCCC3,19%
CCOc1cc(C=C2C(=O)NC(=O)NC2=O)ccc1OS(=O)(=O)c1ccccc1,14%

# Additional records.
structure	RNase H inhibition
O=C(Nc1cc(Cl)c([N+](=O)[O-])cc1Cl)c1cccs1	14%
O=[N+]([O-])c1ccc(Cl)cc1CN1CCN(c2cccc(Cl)c2)CC1	3%
Cc1ccc(N2CCN(Cc3ccc(C(C)C)cc3)CC2)cc1	16%
O=c1n(CC2CO2)c2ccccc2n1CC1CS1 (stereo unspecified)	8%
N=c1c2c3c(sc2ncn1Cc1ccco1)CCCC3	14%
Cc1ccc(-n2c(-c3ccccn3)nc3ccccc3c2=O)cc1	32%
Cc1cccc(-n2c(/C=C/c3ccccc3)nc3ccccc3c2=O)c1	0%
CCn1cc(C=C(C#N)C#N)c2ccccc21	9%
Oc1ccc(C2N(O)C3CCCCC3N2O)cc1 (stereo unspecified)	0%
CN1CCN(Cc2cccc3ccccc23)CC1	0%
COc1ccc(-n2c(/C=C/c3ccccc3O)nc3ccccc3c2=O)cc1	13%
O=c1oc2ccccc2c2c1C(c1cccc(F)c1)c1c(c3ccccc3oc1=O)O2	0%
CCOc1ccccc1CN1CCN(C)CC1	15%
CCOc1cc(C=C(C#N)C#N)cc(I)c1O	6%
O=[N+]([O-])c1ccccc1CNCCc1ccc(F)cc1	1%
Cc1cc(C(=O)C(C)(C)NO)ccc1Cl	3%
CCc1ccc(CN2CCN(Cc3ccccc3Cl)CC2)cc1	9%
COc1ccc2ccccc2c1CN1CCN(C(=O)Cc2ccccc2)CC1	27%
O=[N+]([O-])c1cc(CN2CCN(c3cccc(Cl)c3)CC2)ccc1Cl	16%
Cc1c(-c2ccc(C=C3C(=O)NC(=O)NC3=O)o2)ccc([N+](=O)[O-])c1C	18%
CN1C(=O)C(=Cc2cn(Cc3ccc(F)cc3)c3ccccc23)C(=O)N(C)C1=O	15%
CCCCN(C(=O)/C=C/c1ccccc1)C1=CC2CCC(C1)N2C (stereo unspecified)	7%
COc1ccc(C(C)=O)cc1Cc1c(O)[nH]c(=S)[nH]c1=O	2%
O=[N+]([O-])c1ccc(N2CCNCC2)c(Cl)c1	3%&5%
CCOC(=O)C(P(=O)(OCC)OCC)P(=S)(c1ccccc1)c1ccccc1 (stereo unspecified)	10%
COc1ccc(CCNCc2ccccc2C(F)(F)F)cc1	15%
O=C1NC(=S)NC(=O)C1=Cc1ccc(-c2ccc(C(=O)O)cc2)o1	14%
CCC(CC)C1C(C#N)=C(N)Oc2c1c(=O)oc1ccccc21 (stereo unspecified)	0%
COc1ccc(O)c(CN2CCN(c3cc(C)ccc3C)CC2)c1	7%
O=Cc1cn(Cc2cccc(C(F)(F)F)c2)c2ccccc12	14%
COc1ccccc1CN1CCN(Cc2ccccc2C)CC1	3%
Cc1nc2cc([N+](=O)[O-])ccc2c(=O)n1-c1ccc(Cl)cc1	9%
CCCN(CCC)CP(=O)(OCC(C)C)OCC(C)C	3%
COc1ccccc1CCNCc1cccc(F)c1	0%
CC(C)c1ccc(/C=C2\C(=O)NC(=S)N(c3cccc(Cl)c3)C2=O)cc1	6%
CCCCC1(c2ccccc2)C(=O)NC(=O)NC1=O	14%
CCOc1ccc(CN(CCc2ccc3c(c2)OCO3)Cc2cccc(Br)c2)cc1	5%
NCCc1c[nH]c2c(Cl)ccc(Cl)c12	11%
CC(C)n1c(C(=O)c2cccc3ccccc23)nc2ccccc21	9%
COc1ccc2[nH]cc(CCN)c2c1	15%
O=C1NC(=S)N(c2ccccc2F)C(=O)/C1=C/c1cccs1	7%
COc1cc(C=C(C#N)C#N)cc(Br)c1O	17%
CCCCSP(=O)(Oc1ccc(C)cc1)Oc1ccccc1C(=O)OCC (stereo unspecified)	11%
CCOP(=O)(OCC)C(NC(=O)c1ccc(C)cc1)C(Cl)(Cl)Cl (stereo unspecified)	1%
CCOP(=O)(OCC)SCc1ccccc1	0%
Cc1cccc(NC(=O)c2c(O)c3ccccc3n(CCC(C)C)c2=O)c1	0%
COc1cc(/C=C2/C(=O)NC(=O)N(c3ccccc3)C2=O)cc(Cl)c1O	19%
O=[N+]([O-])c1ccccc1CNCCc1cccc(F)c1	3%
O=C1c2ccccc2C(=O)N1Cc1nc2ccccc2c(=O)n1-c1ccncc1	17%
O=c1c2ccccc2nc(-c2ccccc2)n1-c1ccccc1Br	8%
Oc1ccc(Br)cc1CN1CCN(Cc2ccc(Cl)cc2)CC1	14%
COc1cccc(N2C(=O)/C(=C/c3c(OC)ccc4ccccc34)C(=O)NC2=S)c1	12%
Cc1cccc(-n2c(/C=C/c3ccco3)nc3ccccc3c2=O)c1	4%
CCC1(CC)C(=O)NC(=O)N(C(=O)c2ccccc2Br)C1=O	2%
N#CC(C#N)=NNc1ccccc1Br	11%
CN1CCN(Cc2ccc([N+](=O)[O-])o2)CC1	11%
CCOc1cc(CNCCc2ccccc2F)ccc1OC	6%
COc1ccc(C2C(C#N)=C(N)Oc3c2c(=O)oc2ccccc32)c(OC)c1OC (stereo unspecified)	2%

# An excerpt, so the mix of outcomes need not match the whole.
